# ATXN viability: cell viability loss in ATXN counter-screen. S2 cells (HEK-293 line with an ATXN2-luciferase reporter) viability, CellTiter-Fluor protease fluorescence, 24 h. Potency, µM (titrated, usually from 56.7 µM), most hits filed as cytotoxic. 400,000 compounds, 0.49% hits; also: potency is read from the fitted curve at half-maximal effect; nearly all actives have a fitted effect of over 40% in size
# Mm-Cpn inhibitor: blocks the Methanococcus maripaludis chaperonin Mm-Cpn. 330,000 compounds, 0.031% hits. purified Mm-Cpn ATPase, ADP Transcreener TR-FRET. AID 504842. Potency, µM (doses to about 76.9 µM), for inactives: top-dose activity, negative = inhibition, hits mostly inhibitors; also: potency is read from the fitted curve at half-maximal effect; % is scaled to controls: 0 for no effect and ±100 for the full control effect; nearly all actives have a fitted effect of over 80% in size
#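 ATPase read-out: TR-FRET ADP immunoassay (anti-ADP Eu cryptate vs ADP-d2), ex 320 nm, em 590/665 nm; signal drops as ADP forms. Enzyme 25 nM, ATP 10 uM, 30 min at 37°C after 10 min compound preincubation.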
# Nrf2 block: inhibitors of Nrf2 signaling. A549 ARE-Fluc reporter, luciferase luminescence, 18-24 h. Potency, µM (titrated, usually from 46 µM), inactives show at the highest dose activity change, negative = inhibition, hits mostly inhibitors. 360,000 compounds, 2.1% hits. AID 504444; also: potency is read from the fitted curve at half-maximal effect; % is scaled to controls: 0 for no effect and ±100 for the full control effect; nearly all actives have a fitted effect of over 60% in size
#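 Reporter: ARE-Fluc in A549. Exposure: 18-24 h, 37 °C, 5% CO2, 5% FBS OPTI-MEM. Readouts: fluorescent cytotoxicity (CellTiter-Fluor), then luminescent Nrf2 signal after BugLite.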
# Nrf2 activator: activators of Nrf2 (ARE) signaling | AREc32 ARE-luciferase reporter (MCF7-derived line), luminescence, 24 h | Potency, µM (series often up to 46.1 µM), without a hit: at the highest dose activation, most hits filed as activators | 410,000 compounds, 0.31% hits; also: potency is read from the fitted curve at half-maximal effect; % of control where 0% means no effect; nearly all actives have a fitted effect of over 65% in size
#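 ARE activation measured as luciferase luminescence (Steady-Glo, 30 min RT) in AREc32_Fluc cells after 24 hr compound exposure at 37 deg C, 5% CO2; cells seeded overnight at 1000/well in OPTI-MEM, 5% FBS.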
# TGFb inhibitor: blocks TGF-b signaling; HepG2 CAGA-GFP TGF-b/SMAD3 reporter, GFP fluorescence, 18 h; TGF-beta stimulated, 500 pg/mL final; Potency, µM (top dose mostly 46.1 µM), without a hit: top-dose activity, negative = inhibition, usual class: inhibitors; 410,000 compounds, 1.2% hits; AID 588855; also: potency is read from the fitted curve at half-maximal effect; % is scaled to controls: 0 for no effect and ±100 for the full control effect; nearly all actives have a fitted effect of over 65% in size
#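 Inhibition was scored as loss of TGF-beta-induced (500 pg/mL final, 18 hours, 37 degrees C) GFP in HEPG2 cells carrying a CAGA-GFP reporter, in DMEM with 1% FBS. Well GFP was summed per cell; Activity was normalised to unstimulated and stimulated DMSO wells, then concentration-response fitting.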
# Akt phos inh: Akt phosphorylation inhibition | Neuro2A IGF-stimulated pAkt S473 HTRF, 20 min; active compounds read low | activity change, % for hits at 50 µM | 360,000 compounds, 0.32% hits | AID 651550; in the data active = activity change below about -80%; inconclusive = mostly about -51% to -80%; also: % is scaled to controls: 0 for no effect and ±100 for the full control effect
#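 Neuro2A cells (4,500/well, DMEM with 0.5% FBS) were treated with compound at a single 50 µM final concentration, stimulated with 6 nM IGF for 20 min at 37 °C, and lysed. Phospho-Akt Ser473 was read by HTRF as 665/615 ratio ×10^4.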
# A549 viability: A549 cytotoxicity, counter-screen for Nrf2 inhibitors; Potency, µM (doses to about 46 µM), without a hit: at the top dose activity change, negative = cytotoxicity, most hits filed as inhibitors; A549 ARE-Fluc cells, CellTiter-Fluor viability, 18-24 h; 390,000 compounds, 0.16% hits; AID 504648; also: potency is read from the fitted curve at half-maximal effect; % is scaled to controls: 0 for no effect and ±100 for the full control effect
#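 Cytotoxicity counterscreen: CellTiter-Fluor fluorescence was measured in A549 ARE_Fluc cells after 18-24 h of compound exposure in a concentration series. The subsequent BugLite luminescent read reports ARE-luciferase activity.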
# CCT modulator: modulators of cytosolic chaperonin (CCT/TRiC) activity | purified chaperonin ATPase assay, HTRF ADP detection, 30 min | activity change, % (no concentration beside the values), hits read low | 360,000 compounds, 0.3% hits | AID 651819; in the data active = activity change below about -30%; also: % is scaled to controls: 0 for no effect and ±100 for the full control effect
#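 TRiC at 40 or 20 nM final (batch-dependent) in 30 mM Tris pH 7.4, 100 mM KCl, 5 mM MgCl2, 1 mM DTT, with compound at single 76 uM and 10 uM ATP, 30 min at 37 deg C. ADP detected by HTRF Transcreener, 665/615 ratio.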
# HepG2 tox: HepG2 cytotoxicity, counter-screen for TGF-b inhibitors; AID 588856; HepG2 CAGA-GFP viability, ATP luminescence, 18 h; 410,000 compounds, 0.76% hits; Potency, µM (highest dose often 46.1 µM), for inactives: at the highest dose activity change, negative = cytotoxicity, usual class: cytotoxic; also: potency is read from the fitted curve at half-maximal effect; some results filed as inactive show a strong effect at the top dose
#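 HepG2 CAGA-GFP cells (1000/well, DMEM with 1% FBS) received compound, then TGF-beta at 500 pg/mL final, and were incubated 18 hours at 37 degrees C. Viability was read by CellTiter-Glo luminescence. Media-only wells were set as complete cell-killing and DMSO as no toxicity.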
# * hit, by the source's call; i = inactive; u = inconclusive; x = no result given; & = joins results of further samples. Unless noted, calls follow the shape of the dose curve; as a rule, active = well fitted curve in the direction sought with a large enough effect; inconclusive = small, poorly fitted or top-dose-only effect, or another doubt; inactive = no such curve, though single readings can be large; an effect the other way counts as inactive or inconclusive.
SMILES,ATXN viability,Mm-Cpn inhibitor,Nrf2 block,Nrf2 activator,TGFb inhibitor,Akt phos inh,A549 viability,CCT modulator,HepG2 tox
Cc1cc2oc(=O)cc(CN(C)Cc3ccc(OC(F)F)cc3)c2cc1Cl,i,0%,-23%,0.0%,-18%,i,0%,0.2,-4%
COc1cccc(-n2ccnc2SCC(=O)N2CCc3ccccc32)c1,i,2%,x,-0.2%,5%,i,26%,-0.6,-2%
COc1ccc2c(c1)C(C)=CC(C)(C)N2C(=O)Nc1ccccc1,i,-3%,-9%,u,3%,i,u,-0.6,-2%
O=C(Nc1cccc(F)c1)NC1(C(=O)N2CCN3CCCC3C2)CCCCC1 (centres undefined),i,-6%,6%,-0.5%,5%,i,-6%,1.2,-28%
Cc1cc(OCC(=O)Nc2ccc(CN3CCOCC3)cc2)ccc1Cl,i,-2%,6%,1.8%,-22%,i,-6%,-2.7,-66%
Cc1cc(NC(=O)CCN2CCN(Cc3ccccc3)CC2)ccc1Br,i,1%,1%,0.9%,-6%,i,-6%,-2.9,-20%
O=C(N=Nc1c(O)[nH]c2ccccc12)c1cccc(S(=O)(=O)N2CCCCC2)c1,i,-1%,-9%,-0.4%,6%,i,3%,-5.6,3%
CCCN(C(=O)Cc1csc(-c2ccccc2)n1)C1CCS(=O)(=O)C1 (centres undefined),i,-3%,-13%,0.0%,-5%,i,0%,-1.4,-7%
CC(=O)c1cc(-c2ccc(F)cc2)n(CCC(=O)NC2CCCCC2)c1C,x,x,x,6.4%,u,x,5%,x,-21%
Cc1ccccc1OCCSCc1nc2ccccc2[nH]1,i,5%,-26%,2.5%,u,i,3%,1.3,-76%
COc1ccc(NC(=O)CSc2ccc3nnc(-c4ccccn4)n3n2)c(OC)c1,u,-3%,3%,0.3%,9%,i,-7%,-1.5,-11%
CC(C)(C)OC(=O)N/N=C/c1ccc(C(=O)O)cc1,i,1%,14%,0.4%,-7%,i,-9%,0.7,-1%
COc1ccc(C2/C(=C(/O)c3ccccc3)C(=O)C(=O)N2CO)cc1 (centres undefined),i,-2%,x,-0.8%,6%,i,u,-0.6,6%
CC(Cc1cccnc1)NC(=O)c1cc(COc2c(F)cccc2F)on1 (centres undefined),i,0%,-20%,-0.2%,6%,i,0%,0.9,-9%
CCOc1ccc(S(=O)(=O)N2CCC(C(=O)OC(C)C(=O)N3CCOCC3)CC2)cc1 (centres undefined),i,1%,0%,-0.6%,-5%,i,-9%,-0.3,-2%
COc1cccc(N2CCN(CC(=O)NC(=O)NC3CCCCC3)CC2)c1,i,-1%,-30%,0.2%,u,i,0%,-4.4,5%
CC1CN(S(=O)(=O)c2cccc(C(=O)N3CCC(C(N)=O)CC3)c2)CC(C)O1 (centres undefined),i,-1%,6%,-0.5%,12%,i,0%,1.8,-5%
COc1ccc(CC(NC(C)=O)C(=O)NC2CCN(S(=O)(=O)c3ccccc3)CC2)c(OC)c1 (centres undefined),i,-2%,2%,-0.2%,5%,i,1%,-1.5,3%
CCC1CCCCN1C(=O)CSc1nnc(-c2c[nH]c3ccccc23)o1 (centres undefined),i,2%,-9%,1.3%,4%,i,9%,1.2,-27%
CCOCCc1nnc(NC(=O)C(=O)c2cc(C)n(-c3ccc(C)cc3C)c2C)s1,i,x,11%,3.2%,-10%,x,-2%,x,-20%
COCCCNC(=O)CCCn1c(SCC(=O)c2ccc(F)cc2)nc2c(sc3ccccc32)c1=O,i,x,7%,0.3%,-3%,x,6%,x,-5%
C=CCn1c(C)cc(C(=O)Cn2nc(C(=O)O)c3ccccc3c2=O)c1C,u,-2%,15µM*,3.7%,11%,i,-1%,0.9,-13%
CCCn1cc(NC(=O)c2cc(-c3ccccc3)on2)cn1,i,0%,u,9.0%,-12%,i,-5%,1.6,-4%
COc1ccc(C(=O)Nc2c3c(nn2C(C)(C)C)CS(=O)(=O)C3)cc1OC,i,1%,2%,-0.4%,0%,i,-1%,-8.9,-8%
CCC(C)c1ccccc1NC(=O)COC(=O)c1ccc(N2CCCC2)c([N+](=O)[O-])c1 (centres undefined),i,3%,11%,2.4%,-21%,i,3%,0.9,1%
CCCCC(=O)Nc1nc2ccc(C(=O)OC)cc2s1,i,-3%,u,-1.8%,0%,i,-3%,0.1,1%
Cc1nn2cc(-c3ccc(Cl)cc3)cnc2c1Cl,i,1%,u,2.4%,-8%,i,-2%,-3.5,-3%
COc1ccccc1N(CC(=O)NC1CCCC1)S(=O)(=O)c1ccc(C)cc1,i,1%,3%,-0.1%,-11%,i,-3%,-2.5,-6%
CCOc1cc(C)c(Cl)cc1S(=O)(=O)NCc1ccco1,i,-1%,x,4.3%,5%,i,14%,0.2,7%
COCc1cc(C)nc(OCC(=O)N/N=C/c2ccco2)c1C#N,i,-2%,-7%,-1.0%,u,i,3%,2.4,-1%
CCOC(=O)C1=C(SCC(=O)Nc2ccccc2)NC(=O)C(C#N)C12CCCCC2 (centres undefined),i,-1%,-25%,3.8%,-15%,i,-5%,-4.3,-44%
Cc1ccc(C(O)(CNCc2ccccc2)c2ccccc2)cc1 (centres undefined),i,0%,5%,0.2%,-22%,i,1%,-2.0,-47%
O=C(Nc1ccccc1N1CCCC1)c1ccc2c(c1)OCO2,u,-1%,0%,0.3%,2%,i,-4%,0.2,-2%
C/C(=N\NC(=O)c1ccc2c(c1)OCO2)c1ccc(O)cc1,i,0%,5%,-0.8%,-4%,i,1%,-1.4,3%
C/C(=N\OC(=O)c1ccc(OC(C)C)cc1)c1ccc(C)c(C)c1,i,-2%,-24%,-0.6%,-38%,i,-12%,-1.4,-3%
c1cncc(-c2ccc3ncnc(NCc4cccs4)c3c2)c1,u,2%&0%,3%,0.2%,0%,x,2%,x,-20%
O=S(=O)(c1cc(Cl)ccc1Cl)N1CCNCC1,i,0%,0%,-0.6%,0%,i,-6%,-4.1,-6%
Cc1ccc(C(=O)N/C(=C\c2ccco2)C(=O)N2CC(C)OC(C)C2)cc1C (centres undefined),i,-1%,3%,-0.4%,-2%,i,-7%,0.0,6%
O=C(OCC(=O)N1CCN(C(=O)c2ccco2)CC1)c1ccc(S(=O)(=O)N2CCCCC2)cc1,i,2%,7%,-0.2%,-6%,i,1%,-0.9,0%
CN(C)c1ccc(CC(=O)N2CCCCC2c2cc(C(=O)Nc3cccc4c3CCCC4)no2)cc1 (centres undefined),i,x,x,5.4%,-1%,i,x,-0.8,-25%

# Overlap with the part before: 3 entries; new compounds follow.
SMILES,ATXN viability,Mm-Cpn inhibitor,Nrf2 block,Nrf2 activator,TGFb inhibitor,Akt phos inh,A549 viability,CCT modulator,HepG2 tox
Cc1ccc(C(=O)N/C(=C\c2ccco2)C(=O)N2CC(C)OC(C)C2)cc1C (centres undefined),i,-1%,3%,-0.4%,-2%,i,-7%,0.0,6%
O=C(OCC(=O)N1CCN(C(=O)c2ccco2)CC1)c1ccc(S(=O)(=O)N2CCCCC2)cc1,i,2%,7%,-0.2%,-6%,i,1%,-0.9,0%
CN(C)c1ccc(CC(=O)N2CCCCC2c2cc(C(=O)Nc3cccc4c3CCCC4)no2)cc1 (centres undefined),i,x,x,5.4%,-1%,i,x,-0.8,-25%
O=C(CSCCc1ccccn1)Nc1cccnc1,i,-3%,9%,-0.3%,3%,i,2%,-2.5,0%
COC(=O)CCc1sc(Nc2ccc(Br)cc2)nc1-c1ccc(OC)cc1,i,-6%,u,0.4%,0%,i,-6%,-1.1,10%
CCOc1ccccc1CN1CCC(n2nccc2NC(=O)C2CCCC2)CC1,u,1%,-4%,-0.3%,0%,i,2%,-0.1,-35%
O=[N+]([O-])c1cccc(N(CC(O)CN2CCCCC2)S(=O)(=O)c2ccccc2)c1 (centres undefined),i,2%,3%,0.0%,4%,i,4%,-4.7,-2%
CC(=O)Oc1ccc(-c2cccc(C(=O)NCCCO)c2)cc1,i,-1%,24%,6.4%,5%,i,-1%,-1.8,10%
Cc1nn(-c2ccc(F)cc2)c(Cl)c1C(=O)NCC1CCCO1 (centres undefined),i,-4%,-20%,-0.4%,-3%,i,5%,1.0,2%
CCc1c(C)sc2nc3c(C(=O)N4CCOCC4)cc(C(=O)c4ccccc4O)cn3c(=O)c12,i,0%,-25%,-0.2%,-27%,i,-4%,-4.6,-12%
COc1ccc(CCNC(=O)CNCC(c2ccccc2)N(C)C)cc1OC (centres undefined),u,1%,18%,-0.2%,-5%,i,2%,1.6,-4%
CCN1C(=O)/C(=C2\SC(=S)N(NC(=O)c3ccccc3O)C2=O)c2ccccc21,i,-9%,-2%,0.6%,-10%,i,-7%,-0.2,9%
CC1(C)Oc2ccc(C(=O)NC3CCCC3)cc2N(CC(=O)N2CCOCC2)C1=O,i,1%,12%,2.5%,0%,i,4%,-1.0,-17%
O=C1CCCC(O)=C1C=Nc1cccc(C(F)(F)F)c1,i,0%,u,0.6%,-13%,i,0%,-0.3,-19%
CCOC(=O)N1CCC(NC(=O)C2CCCN(Cc3nc(-c4cccc(Cl)c4)oc3C)C2)CC1 (centres undefined),i,-1%,16µM*,0.7%,-2%,i,-16%,-8.9,-51%

# Rewritten with tabs: entries from further up.
smiles	ATXN viability	Mm-Cpn inhibitor	Nrf2 block	Nrf2 activator	TGFb inhibitor	Akt phos inh	A549 viability	CCT modulator	HepG2 tox
CC(=O)Oc1ccc(-c2cccc(C(=O)NCCCO)c2)cc1	i	-1%	24%	6.4%	5%	i	-1%	-1.8	10%
Cc1nn(-c2ccc(F)cc2)c(Cl)c1C(=O)NCC1CCCO1 (centres undefined)	i	-4%	-20%	-0.4%	-3%	i	5%	1.0	2%
